# TDP1 cell noCPT = qHTS for Inhibitors of human tyrosyl-DNA phosphodiesterase 1 (TDP1): qHTS in cells in absence of CPT; DT40 Tdp1-/- hTDP1 cells, no CPT, ATP luminescence, 48 h; 15% of 420,000 active; Potency, µM (series often up to 46.2 µM), for the others: at the highest dose activity change, negative = growth inhibition, actives largely listed as inhibitors; AID 686978, 2013; also: nearly all actives have a fitted effect of over 55% in size
#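 DT40 Tdp1-/-;hTDP1 cells, no CPT (DMSO vehicle only), 400 cells/well; compounds pin-transferred; ≥48 hr, 37 °C; CellTiter-Glo 30 min RT dark, luminescence read.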
# DT40 TDP1 CPT = qHTS for Inhibitors of human tyrosyl-DNA phosphodiesterase 1 (TDP1): qHTS in cells in presence of CPT; chicken DT40 Tdp1-/-;hTDP1 cells + 20 nM CPT, ATP luminescence, 48 h; Potency, µM (highest dose often 46.2 µM), without a hit: at the top dose activity change, negative = growth inhibition, usual class: inhibitors; 12% of 420,000 active; also: nearly all actives have a fitted effect of over 55% in size
#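 Cell growth measured by CellTiter-Glo luminescence after a minimum 48 h, 37 C compound exposure with 20 nM CPT in Tdp1-knockout DT40 cells stably expressing hTDP1, seeded 400/well; qHTS titration format.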
# GCN5L2 inh = qHTS Assay for Inhibitors of GCN5L2; Histone acetyltransferase KAT2A (Homo sapiens), Q92830; GCN5L2 HAT assay, ThioGlo1 CoA-SH fluorescence; Potency, µM (doses to about 58.9 µM), without a hit: at the top dose activity change, negative = inhibition, hits mostly inhibitors; 0.21% of 390,000 active
# Target sequence (Q92830 whole entry, looked up): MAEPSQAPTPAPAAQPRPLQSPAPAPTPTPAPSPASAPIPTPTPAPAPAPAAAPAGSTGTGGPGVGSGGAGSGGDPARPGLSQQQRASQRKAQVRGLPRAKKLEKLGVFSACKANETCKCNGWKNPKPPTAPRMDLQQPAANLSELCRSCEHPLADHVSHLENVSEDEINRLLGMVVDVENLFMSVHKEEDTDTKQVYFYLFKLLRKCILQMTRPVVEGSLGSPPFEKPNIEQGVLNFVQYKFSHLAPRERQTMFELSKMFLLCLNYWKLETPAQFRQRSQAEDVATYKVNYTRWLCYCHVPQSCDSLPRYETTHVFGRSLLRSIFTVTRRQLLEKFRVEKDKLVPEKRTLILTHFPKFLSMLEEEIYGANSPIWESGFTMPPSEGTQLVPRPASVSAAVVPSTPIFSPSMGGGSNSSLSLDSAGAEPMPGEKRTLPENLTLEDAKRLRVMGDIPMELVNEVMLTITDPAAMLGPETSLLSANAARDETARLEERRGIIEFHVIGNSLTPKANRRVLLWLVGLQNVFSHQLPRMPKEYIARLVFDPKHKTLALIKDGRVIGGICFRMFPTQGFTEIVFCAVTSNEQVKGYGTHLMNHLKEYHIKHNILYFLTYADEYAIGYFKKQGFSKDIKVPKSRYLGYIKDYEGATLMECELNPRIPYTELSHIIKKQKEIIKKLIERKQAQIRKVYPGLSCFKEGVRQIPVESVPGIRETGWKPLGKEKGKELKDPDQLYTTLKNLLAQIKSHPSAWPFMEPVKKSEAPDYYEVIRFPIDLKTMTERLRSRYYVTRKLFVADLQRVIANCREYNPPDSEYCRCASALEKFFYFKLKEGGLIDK
#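 Compounds, pin-transferred from DMSO stocks, meet 20nM GCN5L2 for 15 min before the reaction begins with H3(1-25) peptide (75uM) and acetyl-CoA (70uM). Thiol-reactive ThioGlo1 reports CoA release over 20 min at room temperature.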
# The depositor's hits bear a star; ? = inconclusive; nt = no result given; [ ] = another dose, or the depositor's remark. Calls follow the shape of the dose curve; as a rule, active = well fitted curve in the direction sought with a large enough effect; inconclusive = small, poorly fitted or top-dose-only effect, or another doubt; inactive = no such curve, though single readings can be large; an effect the other way counts as inactive or inconclusive. % is scaled to controls: 0 for no effect and ±100 for the full control effect; potency is read from the fitted curve at half-maximal effect.
SMILES,TDP1 cell noCPT,DT40 TDP1 CPT,GCN5L2 inh
CC(C)NC(=O)CN1C(=O)c2cccnc2Sc2ccccc21,5%,14%,6%
COc1ccc(/C=N/Nc2cc(C)nc3c(C)cccc23)cc1,21µM*,?,-7%
CCN(C(=O)Cn1c(=O)oc2ccccc21)c1ccc(C)c(C)c1,-5%,-25%,-2%
CC(C)(C)c1ccc(-c2nnc(-c3ccccc3NC(=O)c3ccc(F)cc3F)o2)cc1,?,?,-3%
O=C(OCc1ccc(Cl)cc1Cl)c1ccncc1,-6%,-14%,?
O=C(O)c1cc(C(=O)O)cc(-c2ccc(/C=c3/sc4nc5ccccc5n4c3=O)o2)c1,-6%,-3%,-12%
O=C(Nc1ccccc1N1CCOCC1)c1ccc2nc[nH]c2c1,?,-14%,-5%
COC(=O)c1ccc(C(=O)OC)c(NC(=S)N2CCN(c3cc(Cl)ccc3C)CC2)c1,?,?,15%
CC(=O)CCSc1nnc(-c2cccc(S(=O)(=O)N3CCOCC3)c2)o1,-17%,-24%,-6%
CCN(CC)CCNC(=O)C1(c2ccccc2)CCCCC1,-2%,5%,nt
COc1ccc(NC(=O)CN(c2cc(C)cc(C)c2)S(=O)(=O)c2c(C)n[nH]c2C)cc1,?,29µM*,-4%
COc1ccc(-n2nc3c(c2NC(=O)CCCl)CSC3)cc1,18µM*,?,?
CSc1ccc(NC(=O)c2cccnc2)cc1C#N,-15%,8%,-2%
CCCCc1ccc(S(=O)(=O)N/N=C(/C)c2ccncc2)cc1,?,16µM*,-5%
COC(=O)/C(=C1/OC(=O)C(c2ccccc2)=C1O)c1ccccc1,-10%[9.04 µM],6%[9.04 µM],nt
Cc1ccn(CC(=O)NC2CC(C)(C)Cc3c2cnn3-c2ccc(F)cc2)n1 (stereo not given),6%,1%,1%
C#Cc1ccc([C@H]2C=C(C(=O)N3CCN(Cc4ccc5c(c4)OCO5)CC3)O[C@@H](OCC)[C@@H]2CCCO)cc1,?,?,-4%
Cc1nnc(NC(=O)CSc2nnc(C)n2Cc2ccccc2)s1,9%,-1%,-1%
c1ccc2c(N3CCOCC3)nc(-c3ccncc3)nc2c1,15µM*,?,-11%
O=C(NCc1ccccc1Cl)C1CCN(C(=O)c2ccc(F)cc2)CC1,?,-25%,nt
O=C(/C=C/c1cccc(F)c1)OCC(=O)c1ccc[nH]1,2%,4%,-6%
CCc1ccc(Nc2nnc(SCC(=O)Nc3sccc3C(N)=O)s2)cc1,?,?,-5%
Cc1ccc2c(C)nc(Nc3nc(CSc4nnnn4-c4ccccc4)cc(=O)[nH]3)nc2c1,6.5µM*,5.8µM*,-2%
Cc1nn(C)cc1CNC(=O)c1cnn2c1NC(c1ccc(Br)cc1)CC2C(F)(F)F (stereo not given),?,?,2%
CCCCC/C=C\C/C=C\C/C=C\C/C=C\CCCC(=O)O[C@H](COCCCCCCCCCCCCCCCC)COP(=O)([O-])OCC[N+](C)(C)C,9%[4.12 µM],7%[4.12 µM],-11%
Cc1cc(C)n2c(NC3CCCCC3)c(-c3ccc(F)cc3)nc2n1,?,?,nt
N#CC(C(=O)Nc1ccc(Cl)c(Cl)c1)=C1Nc2ccccc2N1,-18%,-26%,2%
O=C(CSc1nc2ccccc2c(=O)n1Cc1ccco1)Nc1cccc(O)c1,?,?,-11%
Cc1cccc(NC(=O)COC(=O)c2ccccn2)c1,3%,4%,1%
CCn1c(CC(=O)Nc2ccc(F)cc2)nnc1SCC(=O)NC1CCCC1,-2%,-3%,-1%

# Filtered by structure, the entries above with an aryl methoxy group (3)
SMILES,TDP1 cell noCPT,DT40 TDP1 CPT,GCN5L2 inh
COc1ccc(/C=N/Nc2cc(C)nc3c(C)cccc23)cc1,21µM*,?,-7%
COc1ccc(NC(=O)CN(c2cc(C)cc(C)c2)S(=O)(=O)c2c(C)n[nH]c2C)cc1,?,29µM*,-4%
COc1ccc(-n2nc3c(c2NC(=O)CCCl)CSC3)cc1,18µM*,?,?

# Next section
SMILES,TDP1 cell noCPT,DT40 TDP1 CPT,GCN5L2 inh
CCCCCOCC1CC(C/C(C)=N/NC(N)=S)C(=O)O1 (stereo not given),?,?,-3%
C[C@H](CO)N1C[C@H](C)[C@@H](CN(C)Cc2ccc(C(=O)O)cc2)Oc2c(NS(=O)(=O)c3cccs3)cccc2C1=O,-1%,-12%,0%
CC1CCN(N=Nc2nc3c([nH]2)c(=O)n(C)c(=O)n3C)CC1,-24%,-5%,nt
CC1CN(C(=O)/C(=C/c2ccco2)NC(=O)c2ccccc2)CC(C)O1 (stereo not given),15%,23%,-2%
O=[N+]([O-])c1ccccc1OCCOCCOc1cccc2cccnc12,-21%,-6%,-1%
COc1ccc(CS(=O)(=O)c2ncn[nH]2)cc1,6%,14%,23%
O=C(Nc1ccc(F)cc1)C(=O)c1c(O)[nH]c2ccc([N+](=O)[O-])cc12,-2%,-10%,-28%
Cc1ccc2c(c1)C(c1ccccc1)N(C(=O)c1ccc(S(=O)(=O)N3CCOCC3)cc1)CC(=O)N2 (stereo not given),?,?,-5%
CCOC(=O)C1(Cc2ccccc2)CCN(Cc2cccc(OC)c2O)CC1,?,?,-6%
CCC(CO)Oc1cc(NC(=O)c2ccccc2[N+](=O)[O-])c2ncn(C(C)C)c2c1 (stereo not given),?,16µM*,2%
CC(C)CNC(=O)C(=O)NCCC1CCCCN1S(=O)(=O)c1cccs1 (stereo not given),-4%,-1%,-2%
CCCCCCCCCC(=O)O[C@H](CC(=O)O)C[N+](C)(C)C,-3%,2%,-3%
COc1ccc(/C=C/C(=O)Nc2nc(-c3cccs3)ns2)cc1,18µM*,?,-6%
CCOC(=O)C1=CN(Cc2cccc(Br)c2)S(=O)(=O)NC1C (stereo not given),?,-5%,-7%
CCOC(=O)N1CCC(NC(=O)c2cc(C(=O)Nc3cccc(C(F)(F)F)c3)ccc2CO)CC1,3.3µM*,5.2µM*,4%

# Entries of single compounds, looked up by structure. Screens in order: TDP1 cell noCPT, DT40 TDP1 CPT, GCN5L2 inh
# Profile of CCC(CO)Oc1cc(NC(=O)c2ccccc2[N+](=O)[O-])c2ncn(C(C)C)c2c1 (stereo not given) = ?, 16µM*, 2%
# Profile of CC1CCN(N=Nc2nc3c([nH]2)c(=O)n(C)c(=O)n3C)CC1 = -24%, -5%, nt
# Profile of COc1ccc(/C=C/C(=O)Nc2nc(-c3cccs3)ns2)cc1 = 18µM*, ?, -6%
# Profile of CCOC(=O)C1=CN(Cc2cccc(Br)c2)S(=O)(=O)NC1C (stereo not given) = ?, -5%, -7%
# Profile of COc1ccc(CS(=O)(=O)c2ncn[nH]2)cc1 = 6%, 14%, 23%

# Later entries
SMILES,TDP1 cell noCPT,DT40 TDP1 CPT,GCN5L2 inh
CCN(CC)S(=O)(=O)c1ccc2oc(C(=O)NCCCN3CCOCC3)c(C)c2c1,-4%,1%,-8%
COc1ccc(/C=C(\NC(=O)c2ccccc2)C(=O)NCCC(=O)O)cc1,-9%,17%,-3%
O=C(NCc1ccc(F)c(F)c1)c1cccc2c(-c3cccnc3)coc12,?,?,nt
Cc1ccc(NC(=O)c2cc(S(=O)(=O)N3CCc4ccccc43)ccc2F)cc1Cl,5.8µM*,4.1µM*,-9%
Cc1ccc(CN2CCN(CC(=O)NC(C)c3ccc4c(c3)OCCO4)C2=O)cc1 (stereo not given),-24%,0%,0%
COc1ccc(OC)c(NC(=O)NCCc2c[nH]c3ccccc23)c1,-3%,-3%,-1%
CC(C)OCCCNS(=O)(=O)c1ccc2ccccc2c1,-16%,-11%,-9%
COc1ccc(C(=O)CSc2nnc(CNC(=O)c3ccccc3)n2C)cc1,-9%,1%,-20%
Cc1cc(C)n(CCc2nc3c4ccccc4nc(SCc4ccc(Cl)cc4)n3n2)n1,4%,7%,-2%
CCC(C(=O)N1CCCCCC1)n1nc(C)n2c(cc3occc32)c1=O (stereo not given),0%,-18%,-4%
COc1ccc(NC(=O)c2cnc(Nc3ccc(C)c(Cl)c3)c3ccccc23)cc1OC,10%,-4%,-1%
Cc1ccc(Cc2nc3ccccc3[nH]2)cc1,?,6%,-3%
CN(C(=O)COC(=O)/C=C/c1cccc([N+](=O)[O-])c1)C1CCS(=O)(=O)C1 (stereo not given),0%,-12%,0%
CCOc1ccc(C(=O)Nc2ccc(-c3cc4ccccc4oc3=O)c(C)c2)cc1[N+](=O)[O-],12µM*,13µM*,-5%
COc1ccc(C(=O)NC2CCN(C(=S)Nc3ccc(C)c(C)c3)CC2)cc1,-18%,-11%,1%
Cc1noc(Cn2c(=O)c3ccccc3n(CC(=O)Nc3ccc(C(C)C)cc3)c2=O)n1,16µM*,?,-10%
Cc1ccc(C(C)NC(=O)c2cc3ccccc3oc2=O)cc1C (stereo not given),-5%,-16%,-6%
Cc1nc(N2CCN(C)CC2)c2sc(=S)n(-c3ccccc3)c2n1,?,?,0%
Cc1ccc(NC(=O)C(=O)NCCOc2ccc(Cl)cc2)c(C)c1,1%,-8%,-8%
Cc1ccc(C)c(C(=O)CSc2n[nH]c(C)n2)c1,?,?,-15%
CCOC(=O)C1(C)C=C(Nc2ccc(OC)cc2)C(=O)N1c1ccc(OC)cc1 (stereo not given),-28%,-1%,-1%
S=c1nc(-c2ccc(Br)cc2)oc2c1CCCC2,-98%,21µM*,2%
O=C(c1ccc(F)cc1)C1CCN(C(=O)Nc2ccc(F)cc2)CC1,?,?,2%
CCN1CCN(Cc2ccc(NC(=O)Nc3cccs3)cc2)CC1,-16%,-16%,21%
O=C(NCCN1CCOCC1)c1ccc(/C=C2\Sc3ccccc3N(Cc3ccccc3F)C2=O)cc1,?,?,?
Nc1c(Cl)ncnc1N1CCOCC1,-10%,-11%,-20%
COc1ccc(-n2nc3c(c2NC(=O)COc2ccccc2F)CS(=O)(=O)C3)cc1,0%,0%,-21%
CC(C)C1Oc2ccccc2N(CC(=O)N(Cc2ccccn2)CC2CCCO2)C1=O (stereo not given),?,-26%,-2%
Cc1ccc(N=C(N)N=C(N)N)c(C)c1,?,?,-12%
CC(=O)N1C(O)CC(C)N1c1ccccc1 (stereo not given),0%,-3%,-5%
CCN(CC)CCN1C(=O)C(O)=C(C(=O)c2ccc(C)o2)C1c1ccccn1 (stereo not given),-20%,-3%,nt
Cc1cccc(NC(=S)N/N=C/c2cccc(O)c2)c1C,2.6µM*,2.6µM*,-6%
Cc1ccn2c(=O)nc(SCC(=O)OCc3ccccc3)nc2c1,-17%,-13%,?
Cn1c(=O)c2c(nc(CN3CCN(CCO)CC3)n2Cc2cccc3ccccc23)n(C)c1=O,?,?,-3%
Cc1ccc(C)c(NC(=O)Cn2c(=O)n(Cc3ccc4c(c3)OCO4)c(=O)c3ccc(C(=O)NC4CCCCC4)cc32)c1,?,2.6µM*,-3%
CC1(C(=O)NC2CCN(Cc3ccccc3)CC2)CCN1Cc1ccc2ccccc2c1 (stereo not given),?,?,nt
COc1ccc(C(=O)ON=C(C)c2nccs2)cc1,-10%,-10%,nt
COC(=O)c1c(-c2ccc(C)cc2)csc1NC(=S)NC(=O)c1cc(OC)cc(OC)c1,2%,3%,-16%
COc1cccc(-c2cnc3c(NC(C)=O)cc(-c4cccc(NC(C)=O)c4)cn23)c1,?,?,nt
CC1=C(C(=O)N(C(C)C)C(C)C)CC(CC(=O)NCCCN(C)C)C(=O)N1Cc1ccc(C(C)(C)C)cc1 (stereo not given),?,?,nt
COC(=O)c1ccc(NC(=S)NC2CC(C)(C)NC(C)(C)C2)cc1,-14%,?,3%
Cc1cccc(CNC(=O)C2CCC(=O)N(CCc3cccc(F)c3)C2)n1 (stereo not given),14%,-1%,-9%

# Molecules listed so far that contain a CF3 group (2):
SMILES,TDP1 cell noCPT,DT40 TDP1 CPT,GCN5L2 inh
Cc1nn(C)cc1CNC(=O)c1cnn2c1NC(c1ccc(Br)cc1)CC2C(F)(F)F (stereo not given),?,?,2%
CCOC(=O)N1CCC(NC(=O)c2cc(C(=O)Nc3cccc(C(F)(F)F)c3)ccc2CO)CC1,3.3µM*,5.2µM*,4%
